APP 5UTR inh: APP translation inhibition. inhibition, % at 2 µM. actives 0.82% (n = 190,000). SH-SY5Y APP 5'UTR-luciferase reporter, luminescence;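 active = inhibition above a set limit, derived from the sample mean plus 3 SD, cut at about 45% in these data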; note: values of inactives mirror those of a sister screen read the other way
TLR4 MyD88 comp: blocks binding of human TLR4 to MyD88; O00206+Q99836; HeLa CL3-4 TLR4/MyD88 BLA complementation, FRET ratio; inhibition, % at 8.4 µM; actives 0.18% (n = 200,000); AID 861; in the data active = inhibition above about 25%;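 note: 0% = vehicle and 100% = reference inhibitor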
Target sequence (O00206 whole entry, looked up): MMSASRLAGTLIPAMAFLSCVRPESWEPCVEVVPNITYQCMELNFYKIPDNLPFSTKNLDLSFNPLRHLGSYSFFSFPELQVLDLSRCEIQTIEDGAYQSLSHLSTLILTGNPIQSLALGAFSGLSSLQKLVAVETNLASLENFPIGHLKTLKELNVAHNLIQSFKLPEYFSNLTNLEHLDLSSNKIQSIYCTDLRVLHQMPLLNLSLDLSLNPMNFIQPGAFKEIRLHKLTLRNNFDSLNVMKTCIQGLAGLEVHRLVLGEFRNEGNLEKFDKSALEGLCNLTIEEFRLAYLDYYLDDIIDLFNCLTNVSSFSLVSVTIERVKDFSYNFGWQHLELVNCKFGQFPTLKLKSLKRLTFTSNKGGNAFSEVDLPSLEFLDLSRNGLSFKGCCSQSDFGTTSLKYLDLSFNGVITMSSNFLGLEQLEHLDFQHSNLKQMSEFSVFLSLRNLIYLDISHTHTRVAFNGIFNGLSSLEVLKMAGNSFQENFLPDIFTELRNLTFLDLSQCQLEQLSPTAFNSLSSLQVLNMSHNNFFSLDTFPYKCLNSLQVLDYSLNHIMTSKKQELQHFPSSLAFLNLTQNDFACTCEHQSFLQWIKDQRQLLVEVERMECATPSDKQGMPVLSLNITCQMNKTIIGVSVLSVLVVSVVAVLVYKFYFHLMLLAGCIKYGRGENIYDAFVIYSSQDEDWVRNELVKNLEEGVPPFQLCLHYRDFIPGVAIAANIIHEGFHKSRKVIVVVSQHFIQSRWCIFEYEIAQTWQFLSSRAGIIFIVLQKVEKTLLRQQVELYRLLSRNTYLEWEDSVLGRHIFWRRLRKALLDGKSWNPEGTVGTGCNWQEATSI
Target sequence (Q99836 whole entry, looked up): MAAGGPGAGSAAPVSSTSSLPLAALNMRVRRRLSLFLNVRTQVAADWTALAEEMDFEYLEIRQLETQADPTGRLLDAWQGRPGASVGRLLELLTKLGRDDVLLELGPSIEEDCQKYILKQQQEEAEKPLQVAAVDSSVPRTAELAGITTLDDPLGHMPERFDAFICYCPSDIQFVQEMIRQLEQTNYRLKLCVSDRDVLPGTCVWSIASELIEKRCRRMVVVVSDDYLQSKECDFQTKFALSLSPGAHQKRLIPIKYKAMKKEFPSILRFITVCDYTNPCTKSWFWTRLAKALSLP
NF-kB neuron act: raises NF-kB expression in human neuronal cells. fold change at 12.5 µM. actives 1.6% (n = 190,000). NF-kB reporter expression; stronger effect = higher value. AID 1239; in the data active = fold change above about 3.3
Diaph act CS: diaphorase activation or chemical reduction counter-screen. activation factor at 20 µM. Diaphorase/resazurin coupled assay, resorufin fluorescence, 16 min; stronger effect = higher value; 1 = vehicle wells, 0 = NADH-free wells. AID 1229. actives 0.005% (n = 190,000);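 active = diaphorase activity raised at least twofold by the compound at 20 µM; inactive = activation factor below 2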
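Test system: Clostridium kluyveri diaphorase, purified enzyme; input: enzyme 0.07 U/mL final; buffer or medium: 50 mM HEPES pH 7.4 with 4.542 mM MgCl2, 0.005% Tween 20; also added: 0.114 mM NADH and 0.1 mM resazurin, final amounts; schedule: 16 min enzyme reaction, ambient temperature; technique: fluorescence of resorufin, 544 nm excitation, 590 nm emission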
FLuc inh counter: counter-screen for luciferase assay inhibitors: firefly luciferase inhibition; ATPLite firefly luciferase biochemical luminescence, 10 min; AID 1006; actives 1.5% (n = 200,000); inhibition, % at 10 µM; P08659;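 active = inhibition above about 50% when tested at 10 µM, limit read from the data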
G6PDH counter: L. mesenteroides G6PDH inhibition counter-screen | inhibition, % at 5 µM | actives 0.12% (n = 200,000) | Purified L. mesenteroides G6PDH, diaphorase/resazurin coupled fluorescence, 45 min; in the data active = inhibition above about 50%
FLuc act counter: affects firefly luciferase, flagging false hits in luciferase stimulation screens; P08659; ATPlite luciferase biochemical, luminescence, 10 min; 0 = ATP-free wells, 1 = DMSO control; activation factor at 10 µM; 200,000 tested, under 10 active; AID 1027;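 active = luciferase activation factor, scaled between plate controls, of at least 2 with compound at 10 µM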
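Material: Luciferase/luciferin reagent mix | Doses: Test compounds dosed from 2 mM stocks in 100% DMSO | Timing: 10 min incubation after luciferase reagent addition, room temperature | Measured by: Luminescence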
Diaphorase inh: inhibits diaphorase or chemically oxidizes, flagging diaphorase assay artifacts; inhibition, % at 20 µM; actives 0.69% (n = 190,000); AID 1217; diaphorase resazurin-to-resorufin fluorescence, NADH, 16 min; bacterial (C. kluyveri) enzyme, not human;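 active = primary screen inhibition at 20 µM above a set limit, cut at about 50% in these data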;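 note: plate controls were DMSO with full reaction for no effect and wells lacking NADH for full effect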
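Test system: Clostridium kluyveri diaphorase enzyme / Quantity: diaphorase at 0.14 U/mL in enzyme working solution / Incubation: 16-min room-temperature incubation before reading / Benchmarks: NADH-free wells as positive control, DMSO-only neutral wells / Signal: resorufin fluorescence 544/590 nm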
APP 5'UTR act: activates APP 5'UTR luciferase reporter; SH-SY5Y APP 5'UTR luciferase reporter, luminescence; zero percent = DMSO vehicle wells; actives 1% (n = 190,000); activation, % at 2 µM; AID 1276;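 active = activation above a set limit, based on mean plus 3 SD of controls, cut at about 140% in these data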; note: values of inactives mirror those of a sister screen read the other way
STAT1 activator: activators of IFN-gamma induced STAT1 signaling | NIH 3T3 STAT1-luciferase reporter, luminescence; 100% = IFN-gamma alone, no compound | actives 2.6% (n = 200,000) | activation (% of control), % at 5.5 µM;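 active = activation above the screen-wide mean activation plus 3 SD, cut at about 130% in these data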;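 note: raw ratio to IFN-gamma control signal so 100% means no change and 0% no light; values of inactives mirror those of a sister screen read the other way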
Starred values were filed as active, the others as inactive; / = not tested or not shown; & = joins results of further samples.

SMILES	APP 5UTR inh	TLR4 MyD88 comp	NF-kB neuron act	Diaph act CS	FLuc inh counter	G6PDH counter	FLuc act counter	Diaphorase inh	APP 5'UTR act	STAT1 activator
O=C(Nn1cc(C(=O)Nc2ccccc2F)c2ccccc2c1=O)c1cnccn1	12.8	-13.6	1.32	1	5.1	27.7	0.9	2.6	-12.8	92.4
CCOc1cc(NC(=S)NCCCN2CCOCC2)c(OCC)cc1NC(=O)c1cccs1	-13.9	-10.8	1.04	0.7	-1.5	18.9	1	25.2	13.9	97.2
CCCCCCn1c(C(C)NC(=O)c2ccco2)nc2ccccc21 (stereo unspecified)	3.5	-6.7	0.83	1	-5.7	15.1	1.1	0.7	-3.5	97.7
Cc1cccnc1NC(=O)C1CCN(S(=O)(=O)c2ccc3c(c2)CCC(=O)N3)CC1	0.3	-11.8	0.89	0.8	-6.1	0.7	1.1	22.9	-0.3	95.1
COC(=O)c1cc(S(=O)(=O)N2CCC(C)CC2)ccc1F	-10.0	5.4	1.03	1	0.7	13.5	1	4.7	10.0	108.4
CC(C)(C)Nc1nc(SCc2ccccc2)nc(N2CCOCC2)n1	-6.9	13.1	1.05	0.8	-10.5	1.5	1.1	18.1	6.9	98.5
Cc1cc(NC(=O)c2cccc(S(=O)(=O)N3CCCCCC3)c2)no1	3.3	2.8	0.98	1	-3.0	5.0	1	-0.7	-3.3	104.4
CC(C)N=C(NS(=O)(=O)NC(=O)c1ccccc1)c1ccccc1	15.1	5.1	1.1	1	-0.2	3.5	1	-1.9	-15.1	102.7
COc1cc(CCC(=O)Nc2ccc(Cl)c(C(F)(F)F)c2)cc(OC)c1OC	-7.6	-4.4	1.13	0.7	-3.3	-2.9	1	28.1	7.6	99.0
Cc1cc(=O)oc(C)c1C(=O)NCC1CCCO1 (stereo unspecified)	-17.2	-7.2	1.36	0.8	-4.7	-4.8	1	16.4	17.2	98.6
CCn1c(SCc2cccnc2)nc2c1c(=O)n(C)c(=O)n2C	-2.5	5.2	0.79	0.9	-6.4	0.7	1.1	13.4	2.5	98.0
NNC(=O)c1sc2cc(C(F)(F)F)cnc2c1-c1ccccn1	-3.3	-6.3	1.83	0.8	-0.4	7.1	1	17.5	3.3	105.7

The last 2 records of the section before open the next one.
SMILES	APP 5UTR inh	TLR4 MyD88 comp	NF-kB neuron act	Diaph act CS	FLuc inh counter	G6PDH counter	FLuc act counter	Diaphorase inh	APP 5'UTR act	STAT1 activator
CCn1c(SCc2cccnc2)nc2c1c(=O)n(C)c(=O)n2C	-2.5	5.2	0.79	0.9	-6.4	0.7	1.1	13.4	2.5	98.0
NNC(=O)c1sc2cc(C(F)(F)F)cnc2c1-c1ccccn1	-3.3	-6.3	1.83	0.8	-0.4	7.1	1	17.5	3.3	105.7
O=C(COC(=O)c1ccc[nH]c1=O)NC1CCCCCCC1	-14.4	-8.0	1.4	0.9	0.1	0.5	1	13.0	14.4	101.0
CCOC(=O)c1sc(SCC(=O)Nc2ccc(N(C)C)cc2)nc1N	-2.2	-3.2	0.91	0.8	20.2	9.9	0.8	16.1	2.2	92.2
COC(=O)N/N=C\c1cc(Br)ccc1OCc1ccccc1	7.8	2.5	1.14	0.9	-3.6	0.8	1	12.8	-7.8	96.4
COc1ccc2cc(C3C(C#N)=C(N)OC(C)=C3C(C)=O)c(Cl)nc2c1 (stereo unspecified)	-15.8	-13.7	1.05	0.7	-6.3	17.3	1.1	26.8	15.8	94.8
COc1ccc(S(=O)(=O)Cc2ccc(C(=O)NCCCN(C)c3ccccc3)o2)cc1	6.0	9.0	1.39	0.9	-9.9	3.1	1.1	11.5	-6.0	86.9
CN(C)c1nc(NCc2ccccc2)nc(N/N=C/c2ccc(Cl)cc2Cl)n1	-14.4	1.9	0.92	0.9	-5.6	0.9	1.1	6.6	14.4	91.4
COc1ccc(/C(N)=N/OC(=O)c2cccc([N+](=O)[O-])c2C)cc1OC	0.4	-6.6	1.28	0.9	3.5	-3.9	1	12.2	-0.4	111.6
COc1ccc(-n2c(=S)[nH]c3cc(C(=O)NCCCN4CCOCC4)ccc3c2=O)c(OC)c1	-10.7	7.2	0.94	0.9	-6.9	-9.8	1.1	14.7	10.7	98.8
CCOC(=O)c1ccc(-n2[nH]c(-c3ccccc3)cc2=O)cc1	-0.6	3.1	1.27	0.8	-1.4	-25.2	1	17.1	0.6	98.4
CC(=O)c1ccc(N2CCN(C(=S)Nc3ccccc3C(F)(F)F)CC2)cc1	-3.7	-20.7	0.82	1	-1.1	-5.4	1	-4.8	3.7	93.5
Cc1ccc(CN2CC34C=CC(O3)C(C(=O)NCc3ccco3)C4C2=O)cc1 (stereo unspecified)	11.6	-0.1	1.28	0.9	-5.9	1.7	1.1	10.0	-11.6	93.1
COc1ccc(CCC(=O)Nc2nc3ccccc3[nH]2)cc1	6.3	-7.8	1.48	1	-3.3	3.0	1	-3.7	-6.2	114.5
O=C(CNC(=O)c1ccccc1)N/N=C/c1ccc([N+](=O)[O-])s1	-19.1	13.5	0.57	0.8	-2.5	-0.8	1	19.3	19.1	102.1
O=C1C2C(C(=O)N1c1ccccc1)N1CCCN1C2c1ccccc1 (stereo unspecified)	-7.9	2.4	1.06	0.8	-3.5	0.9	1	15.7	7.9	86.2
O=C(NN=C1CCCCCCC1)c1ccc2ccccc2n1	-16.2	0.8	1.28	1	4.8	-0.1	1	-1.0	16.2	109.8
NC(=O)c1ccsc1NC(=O)CSc1nnc(C2CC2)n1Cc1ccccc1	-5.4	7.2	1.14	0.9	-2.8	11.5	1	5.2	5.4	99.1
N#Cc1c(-c2ccccc2Cl)cc(-c2ccccc2)[nH]c1=S	-8.4	4.7	1.09	0.9	-7.5	11.9	1.1	12.1	8.4	96.5
COc1cccc(C2=NOC(C(=O)Nc3cccnc3Cl)C2)c1OC (stereo unspecified)	6.3	0.7	1.07	1	-1.9	-1.4	1	2.1	-6.3	100.7
Cn1cc(P(=S)(N2CCOCC2)N2CCOCC2)cc1P(=O)(N1CCOCC1)N1CCOCC1	2.1	15.2	0.93	0.9	-7.0	3.8	1.1	5.1	-2.1	98.1
Nc1[nH]c(=O)ncc1F	-11.6	-7.3	1.07	0.9&1	-5.4&-6.7	2.4&7.8	1.1&1.1	6.5&0.3	11.6	102.3
COc1ccc(-n2c(=O)c3c4c(sc3n3cnnc23)CC(C)CC4)cc1 (stereo unspecified)	-10.4	-6.5	/	/	/	/	/	/	10.4	98.9
O=C(NC(=S)Nc1nc2ccc(F)cc2s1)c1ccco1	-106.7	-4.9	0.84	0.9	86.4*	1.1	0.1	6.2	106.7	130.3*
Cc1onc(-c2ccccc2Cl)c1C(=O)Nc1cccc2cccnc12	2.1	0.6	0.56	0.7	-7.5	0.0	1.1	25.5	-2.1	102.9
CCN(C(=S)Nc1ccc(OC(F)F)cc1)C1CCCCC1	13.1	9.7	1.14	0.9	2.4	2.5	1	9.7	-13.1	93.2
CCN(CC)CCCN1C(=O)C(=O)/C(=C(/O)c2ccc(OC)c(Cl)c2)C1c1ccco1 (stereo unspecified)	/	/	/	1.2	-2.0	17.1	1	-16.9	/	/
O=c1oc2ccccc2c(NCc2cccc(F)c2)c1[N+](=O)[O-]	-3.5	-1.7	0.84	0.9	0.0	5.7	1	11.9	3.5	102.1
O=C(Nc1ccccc1C(=O)NC(Cc1ccccc1)C(=O)O)c1ccccc1 (stereo unspecified)	6.0	1.3	1.47	1	1.2	-6.1	1	0.1	-6.0	97.4
CCOC(=O)c1cnc2ccc(OCC)cc2c1NCc1ccccc1	8.4	1.2	0.96	1	0.1	-20.7	1	0.0	-8.4	109.1
Cc1ccc(-c2ccc(=O)n(CC(=O)NCc3ccco3)n2)cc1	22.2	-1.4	0.93	0.9	-2.6	2.0	1	6.7	-22.2	100.9
Nc1c(N(C(=O)Nc2ccc(Cl)c(Cl)c2)C2CCCC2)c(=O)[nH]c(=O)n1Cc1ccccc1	1.1	8.0	0.87	1	-6.3	-4.4	1.1	4.7	-1.1	103.4
CCOC(=O)CSc1cc(C)nc(NC(C)=O)n1	11.7	-5.3	1.16	0.8	-1.7	0.7	1	16.1	-11.7	106.8
O=C(O)c1ccc(C=C(c2nc3ccccc3s2)c2nc3ccccc3s2)cc1	1.1	3.0	1.16	0.6	3.6	1.5	1	39.2	-1.1	102.2
CC(=O)Nc1ccccc1NC(=O)c1ccc(C)cc1C	3.6	-0.3	1.1	1	1.3	-5.0	1	2.5	-3.6	106.0
COC(=O)CCCC(=O)N1CCCC(C(=O)c2ccc(OC)cc2C)C1 (stereo unspecified)	11.1	-9.7	1.35	1.2	-6.0	4.7	1.1	-15.9	-11.1	95.1
COc1ccc(-c2nn(-c3ccccc3)cc2/C=N/NC(=O)c2ccc(Br)o2)cc1	0.5	-6.3	0.5	0.9	-4.5	3.0	1	6.8	-0.5	99.9
CC(=O)Oc1ccc2nc(-c3cccs3)oc(=O)c2c1	-1.0	8.0	1.21	1	20.6	1.0	0.8	2.3	1.0	97.1

Record cards, as listed above. Order of values: APP 5UTR inh, TLR4 MyD88 comp, NF-kB neuron act, Diaph act CS, FLuc inh counter, G6PDH counter, FLuc act counter, Diaphorase inh, APP 5'UTR act, STAT1 activator
CCOC(=O)c1cnc2ccc(OCC)cc2c1NCc1ccccc1 across the screens: 8.4, 1.2, 0.96, 1, 0.1, -20.7, 1, 0.0, -8.4, 109.1
Cc1ccc(-c2ccc(=O)n(CC(=O)NCc3ccco3)n2)cc1 across the screens: 22.2, -1.4, 0.93, 0.9, -2.6, 2.0, 1, 6.7, -22.2, 100.9
CCOC(=O)CSc1cc(C)nc(NC(C)=O)n1 across the screens: 11.7, -5.3, 1.16, 0.8, -1.7, 0.7, 1, 16.1, -11.7, 106.8

Further results:
SMILES	APP 5UTR inh	TLR4 MyD88 comp	NF-kB neuron act	Diaph act CS	FLuc inh counter	G6PDH counter	FLuc act counter	Diaphorase inh	APP 5'UTR act	STAT1 activator
O=C(Nc1ccc(C(F)(F)F)cc1)c1ccc2nc[nH]c2c1	-7.4	-0.5	1.78	1.1	4.3	3.9	1	-5.1	7.4	112.2
Cc1ccc(S(=O)(=O)N2c3ccccc3CC2C)cc1 (stereo unspecified)	10.2	18.3	1.1	0.8	-5.7	0.3	1.1	22.6	-10.2	92.8
N#Cc1cnc(SCCc2ccccc2)nc1N	-20.4	8.2	1.22	0.9	-0.8	-21.5	1	10.9	20.4	123.8
COc1ccc(-c2c(-c3ccc(OCC(=O)NN)cc3O)n[nH]c2C(F)(F)F)cc1	15.4	-2.1	0.94	0.9	-2.5	0.0	1	8.0	-15.4	103.2
CCC(C)(C)C(=O)Nc1ncc(S(=O)(=O)c2ccc([N+](=O)[O-])cc2)s1	-4.8	2.9	1.01	0.8	-4.5	-1.1	1	16.7	4.8	94.6
Cc1ccc(NC(=O)C2(N(CC(C)C)C(=O)Cn3nnnc3N)CCCCC2)cc1	8.5	-2.5	0.93	0.9	-10.0	-2.3	1.1	8.5	-8.5	90.8
CC(C(=O)O/N=C(\N)c1cccnc1)c1ccc([N+](=O)[O-])cc1 (stereo unspecified)	-10.9	-5.8	1.05	0.9	-5.1	7.8	1.1	12.0	10.9	97.3

No enrichment for hits; 5.6% or so of the library scored in one or more.
